HIV Rev-RRE inh – HIV Rev-RRE protein-RNA interaction inhibition. P05866. AID 704. inhibition, % at 8 µM. hit rate 0.79% among 97,000. Rev peptide-RRE RNA binding, FRET;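 active means inhibition above the screen-wide mean plus 3 SD, cut at about 35% in these data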;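 further: 0% = median DMSO wells and 100% = median Neomycin B control wells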
Target sequence (P05866 whole entry, looked up): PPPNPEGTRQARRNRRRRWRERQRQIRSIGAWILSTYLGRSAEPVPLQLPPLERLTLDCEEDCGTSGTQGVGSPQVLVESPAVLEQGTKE
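Material: labelled RRE RNA duplex and labelled Rev peptide / Buffer or medium: HEPES pH 7.5 salt buffer with EDTA / Compound dosing: single point, 8 µM final nominal compound concentration / Benchmarks: DMSO low control, neomycin B high control / Timing: 5 min preincubation and 15 min binding, 25 °C / Technique: FRET fluorescence readout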
EphB4 ephrin blk – antagonists of human EphB4-ephrin-B2 interaction | inhibition, % at 7 µM | EphB4 LBD / TNYL-RAW-Alexa532 peptide, fluorescence polarization | P54760 | hit rate 0.15% among 97,000 | AID 720;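 active means inhibition above the screen-wide mean inhibition plus 3 SD, cut at about 15% in these data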;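 further: 0% = DMSO wells and 100% = excess unlabeled TNYL-RAW peptide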
PLK1 inh – PLK1 (human) kinase inhibition. hit rate 0.53% among 97,000. inhibition, % at 10 µM. AID 619. recombinant PLK1 kinase, TR-FRET peptide phosphorylation. P53350;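 active means inhibition of 50% or more in the single-concentration screen; inactive means inhibition below 50%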;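 further: 0% = DMSO max control and 100% = H-89 dihydrochloride min control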
Target sequence (P53350 whole entry, looked up): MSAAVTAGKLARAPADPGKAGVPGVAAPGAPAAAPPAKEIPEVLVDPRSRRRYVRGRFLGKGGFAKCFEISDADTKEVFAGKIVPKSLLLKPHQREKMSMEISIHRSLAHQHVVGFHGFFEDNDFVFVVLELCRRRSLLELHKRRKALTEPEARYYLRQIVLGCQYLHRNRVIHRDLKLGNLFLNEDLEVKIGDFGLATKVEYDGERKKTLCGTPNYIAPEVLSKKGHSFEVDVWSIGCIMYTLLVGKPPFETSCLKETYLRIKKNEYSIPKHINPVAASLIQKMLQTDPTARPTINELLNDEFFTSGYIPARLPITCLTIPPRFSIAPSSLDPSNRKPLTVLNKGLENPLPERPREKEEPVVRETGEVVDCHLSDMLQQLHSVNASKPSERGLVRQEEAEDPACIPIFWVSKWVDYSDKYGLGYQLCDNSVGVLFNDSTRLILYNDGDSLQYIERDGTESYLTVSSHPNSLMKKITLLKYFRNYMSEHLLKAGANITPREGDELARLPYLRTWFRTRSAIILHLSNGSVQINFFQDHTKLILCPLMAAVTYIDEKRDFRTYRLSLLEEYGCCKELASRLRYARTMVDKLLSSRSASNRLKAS
S1P2 blocker – blocks the human S1P2 receptor. O95136. cell-based S1P2 antagonist assay, inhibition at 5 uM. inhibition, % at 5 µM. hit rate 0.21% among 97,000. AID 736; in the data active means inhibition above about 45%;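 further: CRE beta-lactamase reporter cells expressing human S1P2 stimulated with S1P; 0% = agonist at EC80 alone and 100% = agonist plus reference antagonist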
Target sequence (O95136 whole entry, looked up): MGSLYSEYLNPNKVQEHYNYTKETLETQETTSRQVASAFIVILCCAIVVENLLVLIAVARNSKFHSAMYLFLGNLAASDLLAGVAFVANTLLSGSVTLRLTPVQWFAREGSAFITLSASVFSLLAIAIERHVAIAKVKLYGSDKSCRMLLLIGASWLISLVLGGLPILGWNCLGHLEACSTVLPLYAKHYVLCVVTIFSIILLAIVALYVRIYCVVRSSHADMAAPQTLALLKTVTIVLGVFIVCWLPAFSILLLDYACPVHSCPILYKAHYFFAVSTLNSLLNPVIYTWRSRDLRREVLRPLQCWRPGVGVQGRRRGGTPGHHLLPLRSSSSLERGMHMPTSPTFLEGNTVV
S1P2 ag – activates the human S1P2 receptor. O95136. S1P2-expressing cell line, agonist reporter read-out. activation, % at 4.5 µM. hit rate 0.46% among 97,000; in the data active means activation above about 16%;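 further: 0% = vehicle low control and 100% = maximal reference agonist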
PLAP activator – human PLAP activation; purified PLAP enzyme, luminescent substrate read-out; active compounds read high; activation fold at 20 µM; hit rate 1.2% among 96,000; in the data active means activation fold above about 2
PLK1 PBD inh – blocks phosphopeptide binding to human Plk1 polo box domain; P53350; Plk1 PBD phosphopeptide binding, fluorescence polarization; inhibition, %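 (tested at about 20 µM)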; hit rate 0.13% among 97,000; in the data active means inhibition above about 34%, passing the limit was not always enough
MT1-MMP txn act – MT1-MMP promoter transcription activation; HT1080 MT1-MMP promoter luciferase reporter, luminescence, overnight; active compounds read high; activation factor at 10 µM; hit rate 0.16% among 86,000;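 active means activation factor of at least 2 for MT1-MMP transcription at 10 µM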
FAK blocker – inhibitors of human focal adhesion kinase. inhibition, %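 (tested at 7 µM)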. hit rate 0.84% among 97,000. biochemical FAK kinase activity assay; in the data active means inhibition above about 19%;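 further: 0% = DMSO and 100% = reference compound high control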
An asterisk follows results filed as active; nt = not tested or not shown. Not a hit list, and some 3.9% of all compounds hit somewhere here.

HIV Rev-RRE inh	EphB4 ephrin blk	PLK1 inh	S1P2 blocker	S1P2 ag	PLAP activator	PLK1 PBD inh	SMILES	MT1-MMP txn act	FAK blocker
8	-7	-10	-22	-1	1.1	19	Cc1cc(C)c2nc(N3CCCC3)c(C#N)cc2c1	1.1	-1
0	5	-10	-20	-2	0.9	9	CCC(c1c(C)n(C)n(-c2ccccc2)c1=O)c1c(C)n(C)n(-c2ccccc2)c1=O	1	0
1	3	-19	-3	1	1	-2	Cc1cccnc1NC(=O)c1ccc2nc(N)sc2c1	1.1	-1
7	2	-15	8	-6	1.4	6	Cc1sc2nc(CN(C(=O)c3cccs3)C3CCCC3)[nH]c(=O)c2c1C	1.1	-2
-3	-1	-12	-3	-2	1	3	Cc1ccc(S(=O)(=O)N2CCN(C(=O)c3ccccc3)CC2)cc1	1.2	1
2	5	-12	-15	-5	0.8	-21	CN(CC(=O)OCC(=O)Nc1ccccc1)S(=O)(=O)c1ccc(Cl)cc1	0.9	-1
4	1	-2	18	-2	1	37	CCCS(=O)(=O)c1c(S(=O)(=O)CCC)c2c3ccccc3ccn2c1C(N)=O	1.1	2
-2	0	-4	-11	-7	1	-24	O=C(Nc1cc2c3c(c1)C1CCCC1CN3CC1CCCC21)c1ccc([N+](=O)[O-])cc1 (stereo unspecified)	nt	4
6	-4	1	-25	-1	1	15	CN1CCN(CC(=O)NC2CCCCC2)CC1	1.1	1
3	12	0	5	-5	nt	1	CC(NC(=O)c1nn(C)c(=O)c2ccccc12)c1ccccc1 (stereo unspecified)	0.9	-11
8	1	-7	-12	26*	0.9	-23	CCCn1c(N)c(C(=O)CSc2nc3ccccc3n2CCC#N)c(=O)n(C)c1=O	1.2	3
3	1	-7	6	-6	1	-9	COc1ccc(C(=O)CSc2nn3c(=O)c(C(C)(C)C)nnc3s2)cc1	1.1	1
-2	8	-4	-2	-5	1.5	-22	Cc1ccc(S(=O)(=O)Nc2nc(C)c(NC(=O)OCCCl)s2)cc1	nt	1
-1	-1	-1	-26	-3	1.8	4	CCCNC(=O)CCc1c(C)nc2nc(-c3cc(OC)cc(OC)c3)nn2c1C	1.1	-2
11	3	-2	3	-4	1.3	1	O=C(CSCc1ccc(Cl)cc1)Nc1cccc(C(=O)Nc2ccccc2C(=O)O)c1	nt	3
9	9	2	3	-6	1	12	COc1ccc(NC(=O)N2CCn3c2nc2ccccc23)cc1	1.7	2
15	3	-17	12	-6	nt	8	Cc1cc(=O)oc2cc(Oc3ccc([N+](=O)[O-])cc3C(F)(F)F)ccc12	nt	2
-1	5	-5	9	-3	nt	-13	COc1ccc2nc(N/C(N)=N/C(=S)Nc3cccc(C)c3)nc(C)c2c1	nt	-3
0	-3	-1	15	-4	1.2	26	COc1ccc(S(=O)(=O)N2CCN(Cc3c[nH]c4ccccc34)CC2)cc1	1.2	-1
10	2	-5	12	0	0.8	-7	CCCCn1c(SCC(N)=O)nc2c(sc3ccccc32)c1=O	1	5
0	-9	-7	-11	-6	0.9	-7	CCOC(=O)c1sc(NS(=O)(=O)c2ccccc2)nc1C	1.2	-3
2	-3	-10	6	2	1.5	15	O=C(c1ccc2c(c1)OCO2)N1CCN(c2ccc(Cl)cc2)CC1	1.1	-2
5	-9	-23	-12	-2	0.9	2	O=C(O)CS(=O)(=O)CC(=O)O	1.1	-4
3	1	3	3	-1	1.2	10	CC#CCCCC(=O)Nc1cccc(C(=O)O)c1	1.5	3
14	8	-6	-13	6	0.9	-4	CCCCCc1nc(N)c(C#N)c(-c2ccco2)c1CCCC	1.2	2
2	2	-2	-9	-13	1.1	7	CCOc1cccc(NC(=O)C2CC(=O)NC(=Nc3ccccc3)S2)c1 (stereo unspecified)	1.1	0
9	3	-10	15	-3	1	-26	CCn1c2ccccc2c2cc(NC(=O)COc3ccc(OC)cc3)ccc21	nt	4
10	4	-4	13	-10	1.1	4	COCCCNC(c1ccccc1)c1ccncc1 (stereo unspecified)	1.1	0
2	2	-3	5	-5	1.1	13	COc1ccccc1NC(=O)N1CCCC1C(=O)NCc1ccc2c(c1)OCO2 (stereo unspecified)	1.1	1
4	-3	-75	-12	-7	0.8	-16	O=C(Cc1ccccc1)Nc1nnc(-c2cccs2)s1	1.3	-7
1	-9	-8	8	-2	0.9	0	COc1ccc(S(=O)(=O)NCc2csc(-c3cccnc3)n2)cc1	nt	3
8	3	-3	13	-3	nt	-7	O=C(NCc1n[nH]c(=S)n1-c1ccccc1)c1ccco1	nt	-3
5	-6	-13	7	-4	1.1	-16	Cc1cc(C)c2c(N)c(C(=O)NC3CC3)sc2n1	1.1	1
-1	-2	-2	6	-7	1	24	Cc1ccc(-c2n[nH]c(=S)n2/N=C/c2cccn2C)cc1	nt	10
5	-4	-9	-13	-3	1.5	18	CC1(C)C(=O)Nc2ccccc2N1C(=O)COc1ccc(S(=O)(=O)N2CCOCC2)cc1Cl	1.1	16
3	-2	-9	7	-4	1.3	-1	C=CCn1c(COc2cccc3ccc(C)nc23)nnc1SCC(N)=O	1.1	-9

Rewritten bar-delimited: entries from further up.
SMILES | HIV Rev-RRE inh | EphB4 ephrin blk | PLK1 inh | S1P2 blocker | S1P2 ag | PLAP activator | PLK1 PBD inh | MT1-MMP txn act | FAK blocker
O=C(c1ccc2c(c1)OCO2)N1CCN(c2ccc(Cl)cc2)CC1 | 2 | -3 | -10 | 6 | 2 | 1.5 | 15 | 1.1 | -2
O=C(O)CS(=O)(=O)CC(=O)O | 5 | -9 | -23 | -12 | -2 | 0.9 | 2 | 1.1 | -4
CC#CCCCC(=O)Nc1cccc(C(=O)O)c1 | 3 | 1 | 3 | 3 | -1 | 1.2 | 10 | 1.5 | 3
CCCCCc1nc(N)c(C#N)c(-c2ccco2)c1CCCC | 14 | 8 | -6 | -13 | 6 | 0.9 | -4 | 1.2 | 2
CCOc1cccc(NC(=O)C2CC(=O)NC(=Nc3ccccc3)S2)c1 (stereo unspecified) | 2 | 2 | -2 | -9 | -13 | 1.1 | 7 | 1.1 | 0
CCn1c2ccccc2c2cc(NC(=O)COc3ccc(OC)cc3)ccc21 | 9 | 3 | -10 | 15 | -3 | 1 | -26 | nt | 4
COCCCNC(c1ccccc1)c1ccncc1 (stereo unspecified) | 10 | 4 | -4 | 13 | -10 | 1.1 | 4 | 1.1 | 0
COc1ccccc1NC(=O)N1CCCC1C(=O)NCc1ccc2c(c1)OCO2 (stereo unspecified) | 2 | 2 | -3 | 5 | -5 | 1.1 | 13 | 1.1 | 1
O=C(Cc1ccccc1)Nc1nnc(-c2cccs2)s1 | 4 | -3 | -75 | -12 | -7 | 0.8 | -16 | 1.3 | -7
COc1ccc(S(=O)(=O)NCc2csc(-c3cccnc3)n2)cc1 | 1 | -9 | -8 | 8 | -2 | 0.9 | 0 | nt | 3
O=C(NCc1n[nH]c(=S)n1-c1ccccc1)c1ccco1 | 8 | 3 | -3 | 13 | -3 | nt | -7 | nt | -3
Cc1cc(C)c2c(N)c(C(=O)NC3CC3)sc2n1 | 5 | -6 | -13 | 7 | -4 | 1.1 | -16 | 1.1 | 1
Cc1ccc(-c2n[nH]c(=S)n2/N=C/c2cccn2C)cc1 | -1 | -2 | -2 | 6 | -7 | 1 | 24 | nt | 10
CC1(C)C(=O)Nc2ccccc2N1C(=O)COc1ccc(S(=O)(=O)N2CCOCC2)cc1Cl | 5 | -4 | -9 | -13 | -3 | 1.5 | 18 | 1.1 | 16
C=CCn1c(COc2cccc3ccc(C)nc23)nnc1SCC(N)=O | 3 | -2 | -9 | 7 | -4 | 1.3 | -1 | 1.1 | -9

More results
HIV Rev-RRE inh	EphB4 ephrin blk	PLK1 inh	S1P2 blocker	S1P2 ag	PLAP activator	PLK1 PBD inh	SMILES	MT1-MMP txn act	FAK blocker
6	-2	-9	2	-3	1.5	-10	CS(=O)(=O)N(Cc1ccc(Cl)cc1)c1ccc(C(=O)N2CCN(c3ccccc3)CC2)cc1	1.3	0
8	6	-8	-10	5	1.6	0	CCOC(=O)c1sc(NC(=O)C(CC)Sc2nnc3c4ccccc4n(C(C)C)c3n2)nc1C (stereo unspecified)	nt	-2
-3	3	-4	3	-6	0.7	-27	O=C1c2ccsc2SCCN1Cc1ccc(Cl)cc1	1	0
2	5	-8	-7	-3	1.4	-4	COc1ccc(C)cc1NC(=O)CSc1nnc(COc2ccccc2)n1Cc1ccco1	1.1	-4
-7	-4	-10	14	-8	1.3	17	CCc1ccc2c(c1)cc(CN(C(=S)Nc1ccccc1)C1CC1)c1nnnn12	nt	-8
8	-1	-210	-4	-6	1	-19	CCCOC(=O)c1ccc(NC(=O)c2cn(CC)c3nc(C)ccc3c2=O)cc1	1	-7
10	-1	-12	0	-4	1.3	-18	COc1ccc(OC)c(C(c2nnnn2C2CCCC2)N2CCc3ccccc3C2)c1 (stereo unspecified)	1.2	0
2	-13	0	-28	-1	1	28	COc1ccc2nc(NC(=O)CSc3nnnn3C3CCCCC3)sc2c1	1	2
-2	-4	-9	-16	-1	1.1	-22	CCN(C(=O)COc1ccccc1)c1nnc(-c2cccnc2)s1	1	1
7	3	-2	6	-10	1.4	10	CCOC(=O)c1cccc(NC(=O)CN(c2ccc(C)cc2)S(=O)(=O)c2c(C)n[nH]c2C)c1	1.2	4
8	4	-12	-14	3	1.2	2	COc1ccc(C2C(C(=O)c3sc(C)nc3C)=C(O)C(=O)N2CCCn2ccnc2)cc1OC (stereo unspecified)	1.1	0
6	-1	-6	7	-3	1.7	19	Cc1ccc(Nc2nc(N)nc(CN3CCN(Cc4ccc5c(c4)OCO5)CC3)n2)cc1Cl	1.2	0
6	5	-7	-7	-2	nt	-22	O=C(Oc1ccc(N(Cc2cccs2)C2=NS(=O)(=O)c3ccccc32)cc1)c1ccccc1Cl	0.9	-2
8	2	-1	21	-7	1.2	-3	O=C(c1ccc(=O)oc1)N1CCOCC1	1.1	2
5	2	-15	-5	-7	nt	15	Cc1c(C(=O)Nc2ccc(Cl)cn2)oc2ccccc12	2.1*	0
6	-4	-18	18	0	1	14	CC(C)CCN1C(=O)c2ccc(-c3nc4ccccc4c(=O)o3)cc2C1=O	1.1	-1
0	-7	-8	-16	-1	1	7	Fc1cccc(NC(=S)NCCCN2CCOCC2)c1	nt	-3
3	-1	-34	-36	-4	1	4	CCOC(=O)c1[nH]c2c(c1C)C(=O)CC(c1ccc(OCC)c(OC)c1)C2 (stereo unspecified)	nt	1
12	14	-2	21	-12	nt	1	Cc1ccc2nc(C3CCN(CC(=O)Nc4ccc5c(c4)OCCO5)CC3)[nH]c2c1	1	6
7	-3	-28	18	-8	1.8	19	COc1ccc(Cn2nnnc2C(c2ccc(F)cc2)N2CCN(C3CCCC3)CC2)cc1 (stereo unspecified)	1.1	-6
6	12	7	5	5	0.7	-7	CCOc1ccc(-c2nc(C#N)c(NCC(C)C)o2)cc1	1.1	13
9	5	-4	17	-5	1.1	-14	CCSc1nnc(NC(=O)C(C(F)(F)F)C(F)(F)F)s1	1	0
-1	6	-3	3	-2	1.4	23	COc1ccc(/C=N/NC(=O)c2csc(-n3nc(C)cc3C(F)(F)F)n2)cc1	nt	7
6	1	2	12	-8	0.9	2	O=C(NCc1ccco1)Nc1ccc(Br)cc1Cl	1.2	-1
0	-2	-4	-8	0	1.2	-12	COc1ccc(C2(C)NC(=O)N(Cc3cc(Cl)cc4c3OCOC4)C2=O)cc1OC (stereo unspecified)	1.1	4
5	-4	-1	-5	-2	1.3	-16	COc1ccc(OC)c(CCNC(=O)CS(=O)(=O)Cc2nc(-c3ccc(C)cc3)oc2C)c1	1	-1
1	-12	-14	14	-1	1.8	-16	CCn1cc(C(=O)OC(C)C(=O)Nc2c(C)n(C)n(-c3ccccc3)c2=O)c(=O)c2ccc(C)nc21 (stereo unspecified)	1	-1
4	2	-10	16	-4	1.1	-16	CCSc1ncnc2c1sc1nc(-c3ccco3)c3c(c12)CC(C)(C)OC3	1.1	6
10	3	-65	-9	-6	1.2	12	O=C(CCCCCn1c(=S)[nH]c2ccc(Br)cc2c1=O)NCC1CCCO1 (stereo unspecified)	1	1

Bioassay records from PubChem.
